AID inh: activation induced cytidine deaminase inhibition; Q9GZX7; 91,000 compounds, 0.32% hits; Potency, µM (doses to about 115 µM), for inactives: at the highest dose activity change, negative = inhibition, usual class: inhibitors; AID deamination FRET fluorescence, UDG-coupled, 4 h; also: nearly all actives have a fitted effect of over 25% in size
Target sequence (Q9GZX7 whole entry, looked up): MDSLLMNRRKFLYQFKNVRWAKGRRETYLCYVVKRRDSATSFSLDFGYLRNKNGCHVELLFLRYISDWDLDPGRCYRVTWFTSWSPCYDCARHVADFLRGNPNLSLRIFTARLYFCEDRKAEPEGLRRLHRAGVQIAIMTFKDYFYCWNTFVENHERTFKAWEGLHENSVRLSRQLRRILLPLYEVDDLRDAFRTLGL
UDG counter: counter-screen for AID inhibitors: uracil-DNA glycosylase inhibition; FRET deamination/UDG coupled assay, UDG read, 4 h; Potency, µM (top dose mostly 115 µM), for inactives: top-dose activity change, negative = inhibition, hits mostly inhibitors; 91,000 compounds, 0.14% hits; also: nearly all actives have a fitted effect of over 65% in size
* marks the source's active call; other numbers are inactive results; u = inconclusive; [ ] = remark or other dose. Calls follow the shape of the dose curve; as a rule, active = well fitted curve in the direction sought with a large enough effect; inconclusive = small, poorly fitted or top-dose-only effect, or another doubt; inactive = no such curve, though single readings can be large; an effect the other way counts as inactive or inconclusive. % is scaled to controls: 0 for no effect and ±100 for the full control effect; potency is read from the fitted curve at half-maximal effect. The list is partial; the hit share may differ from the screen's.

no.	canonical_smiles	AID inh	UDG counter
1	Cc1cccc(C(=O)NC(Nc2ccc(Cl)cc2)C(Cl)(Cl)Cl)c1 (centres undefined)	4%	-1%
2	COc1ccc(OC)c(S(=O)(=O)N2Cc3ccccc3CC2C(=O)Nc2ccc(Cl)cc2)c1 (centres undefined)	-11%	-8%
3	Cc1cccc(Oc2coc3cc(OCC(=O)NC4CCCCC4)ccc3c2=O)c1	-18%	-8%
4	Cc1ccc(OCC(=O)Nc2ccc(OCc3cc(=O)n4cccc(C)c4n3)cc2)cc1C	5%	-8%
5	O=C(CCOc1ccccc1)N(Cc1cccnc1)c1nc2c(F)cccc2s1	u	-5%
6	CC(C)Cn1c(SCC(=O)NC(C)c2ccc(F)cc2F)nc2ncccc2c1=O (centres undefined)	-6%	3%
7	Cc1nc(NCCCNC2CCCCC2)c2cnn(C)c2n1	4%	5%
8	O=C(CSc1nc(CN2CCOCC2)nc2ccccc12)NC1CC1	-10%	2%
9	COc1ccccc1CNC(=O)CCC1N=C2c3ccccc3N=C(SCc3ccc(Cl)cc3)N2C1=O (centres undefined)	-1%	1%
10	Cc1ccc(-n2c(=O)c3ccccc3n3c(SCC(=O)Nc4ccccc4)nnc23)cc1	-18%	-11%
11	CN1CCN(C(c2ccc(Cl)cc2Cl)c2sc3nc(-c4ccco4)nn3c2O)CC1 (centres undefined)	-4%	-13%[57.5 µM]
12	Cc1ccc(/C=C/C(=O)c2ccc(C)o2)o1	14%	4%
13	CCN(CC)S(=O)(=O)c1ccc(-c2csc(N)n2)cc1	7%	15%
14	CSc1ccc(CN(C)C(=O)CSc2nnc(COc3ccc(Cl)cc3)n2C)cc1	-8%	-18%
15	COc1ccccc1N1CCN(C(=O)c2cc3c(-c4ccccc4F)nn(C)c3s2)CC1	u	-13%
16	CC(C(=O)N(C)C)N(c1ccc(Cl)cc1)S(C)(=O)=O (centres undefined)	-9%	-8%
17	Cc1ccc2c(c1Br)C(O)(CC(=O)c1ccc(F)cc1)C(=O)N2 (centres undefined)	2%	5%[57.5 µM]
18	CCOc1ccc(NC(=O)c2sc3nc4c(c(-c5ccc(OC)cc5)c3c2N)C(=O)CC(C)(C)C4)cc1	-10%	24%
19	CCOc1ccccc1NC(=O)Cn1c(=O)n(CC(=O)NCc2ccccc2Cl)c(=O)c2sccc21	-1%	-11%
20	CCCCN(CCCC)C1=C(C(=O)c2ccccc2)N(C)S(=O)(=O)c2ccccc21	22%	4%
21	Cc1ccc(NC(=O)C2CCCC2)cc1C	-3%	5%
22	CC(C)=CCC/C(C)=C/C=N/NC(=O)Nc1ccccc1	-11%	-16%
23	Cc1cccc(N(CC(=O)Nc2ccccc2C(=O)NCC2CCCO2)S(C)(=O)=O)c1C (centres undefined)	0%	-3%
24	Fc1ccc(-c2noc3ncnc(NCc4cccc(Cl)c4)c23)cc1	-2%	0%
25	CCN(CC)C(=O)Cn1c(=O)n(-c2ccccc2)c(=O)c2c3c(sc21)CCC3	-17%	-6%[57.5 µM]
26	Cc1ccc(OCC(=O)N(Cc2ccco2)Cc2ccco2)cc1	u	0%[57.5 µM]
27	CC(=O)Nc1cc(C)c(O)c(-c2nc3cc(C)ccc3o2)c1	-2%	0%
28	COc1ccc(-c2cc(C(F)(F)F)nc(NCCc3ccccc3)n2)cc1	u	-20%
29	COc1cc([N+](=O)[O-])ccc1NC(=O)N1CCC2(CC1)Nc1cc(F)ccc1-n1cccc12	2%	13%
30	CC(=O)c1cc2c(cc1N/C(=N/S(=O)(=O)c1ccc(C)cc1)c1ccccc1)OCO2	7%	-9%
31	CCOc1ccc(NC(=O)CSc2cn(CC(=O)N3CCCCCC3)c3ccccc23)cc1	-8%	-9%
32	CCNc1c(NC(=O)NCc2cccc(OC)c2)c(=O)oc2ccccc12	3%	1%
33	Cc1ccccc1COc1ccccc1C(=O)OCc1ccc(-c2ccccc2)cc1	-5%	-6%
34	COc1cc(/C=C/C2=Nc3ccccc3SC(C)(C)C2)ccc1O	16%	-10%
35	Cc1cnc(NC(=O)c2csc3ccccc23)s1	3%	-10%
36	Cc1cccc(/C=N/Nc2ccc([N+](=O)[O-])cc2)n1	-10%	-7%
37	CCCCCCCCCCCCNC(=O)Nc1ccc(Cl)cc1	2%	3%
38	COc1ccc(Cl)cc1NC(=O)c1cc(S(=O)(=O)N(C)Cc2ccccc2)ccc1F	9%	-6%
39	CCc1cccc2c(C=O)c[nH]c12	-3%	-11%
40	Cn1cnc([N+](=O)[O-])c1	1%	-3%
41	CCc1ccc(NC(=O)Cn2cc(OC)c(=O)cc2CSc2ccc(F)cc2)cc1	-15%	0%
42	CC1CCN(c2nc(SCCN(C)C)c(C#N)c3c2CCCC3)CC1	-19%	-6%
43	CCS(=O)(=O)NCCC(=O)O	1%	2%
44	COc1cccc(CNC(=O)CC(C)CC(=O)O)c1 (centres undefined)	7%	-2%
45	Cc1cccc(OCC(O)Cn2c(=N)n(CCN3CCCCC3)c3ccccc32)c1 (centres undefined)	u	-15%
46	Cc1cccc(C(=O)Nc2nnc(S(=O)(=O)N3CCOCC3)s2)c1	-10%	15%
47	CCc1ccc(NC(=O)CC2C(=O)N(c3cccc(OC)c3)C(=O)N2Cc2ccc(F)cc2)cc1 (centres undefined)	12%	0%[57.5 µM]
48	Cc1ccc(C)c(N2CCN(C(=O)c3cc(C)nc4c3c(C)nn4-c3ccccc3)CC2)c1	-12%	-5%
49	CSCC[C@@H](C(=O)Nc1cccc(F)c1)N1Cc2ccccc2C1=O	-23%	-2%
50	CCOC(=O)c1noc2nc(C)n(CC(=O)Nc3cc(C)ccc3OC)c(=O)c12	6%	6%
51	Cc1ccc(C)c(N2CCN(C(=O)c3cnn(-c4ccccc4Cl)c3C3CCN(C(=O)OC(C)(C)C)CC3)CC2)c1	u	-13%
52	CN1CCN(C(=O)Cn2c(-c3cccs3)cc3ccccc32)CC1	42%[activator]	2%
53	CCOc1cccc2cc(-c3nc4ccc(C(=O)O)cc4[nH]3)c(=O)oc12	29%	-4%
54	CCCc1nn2c(=O)cc(COC(=O)c3ccc(NC(=O)CCc4ccccc4)cc3)nc2s1	1%	5%
55	Cc1ccc(-n2nc(CO)c(C(=O)NCc3cccnc3)n2)cc1	-2%	-5%[57.5 µM]
56	COc1ccc(NC2=CC(=O)CC(c3ccccc3)C2)c(OC)c1 (centres undefined)	-11%	-27%
57	COc1ccc(CCNC(=O)C2CCC(CNS(=O)(=O)c3ccc(C)cc3)CC2)cc1OC (centres undefined)	4%	-9%
58	CCC(C)NC(=O)CSc1nc2c(sc3ccccc32)c(=O)n1CCc1ccc(OC)c(OC)c1 (centres undefined)	16%	-3%
59	COc1cccc(NC(=O)CN2C(=O)CSc3ccc(S(=O)(=O)N4CCCC4)cc32)c1	3%	-6%[57.5 µM]
60	CC(C)[Si](C#CCN1CCCCC1)(C#CCN1CCCCC1)c1ccccc1	-4%	-2%

Next section
no.	canonical_smiles	AID inh	UDG counter
61	CC(=O)c1cn(CC(=O)N2CCCCCC2)c2ccccc12	-3%	4%
62	Clc1ccccc1-c1nnc(-c2ccccc2CNc2ccccc2)o1	5%	-6%
63	CC(C)CCC(C)NC(=O)CCCNC(N)=O (centres undefined)	0%	-6%
64	COC(=O)c1ccc(C(=O)OC)c(NC(=O)COC(=O)CC2Sc3ccccc3NC2=O)c1 (centres undefined)	-4%	-5%
65	CNc1c(NC(=O)Nc2cccc(Cl)c2)c(=O)oc2ccccc12	-12%	4%
66	O=C(CNc1cc(S(=O)(=O)N2CCCCC2)ccc1N1CCCCC1)Nc1ccc(F)cc1	-17%	-9%
67	Cc1cc(C)cc(NC(=O)C2CC(=O)NC(=NCc3ccccc3)N2)c1 (centres undefined)	8%	7%
68	CCOC(=O)c1cc(-c2ccccc2)nc2c(C)cc(C)cc12	-8%	-3%
69	Cc1ccc(NC(=O)N2CCC3(CC2)OCCO3)cc1C	-2%	3%
70	CCOc1ccccc1N(C)C(=O)c1sc2nc3n(c(=O)c2c1C)CCCC3	u	4%
71	CC(=O)NC(NC(=S)Nc1ccc(C)cc1)C(Cl)(Cl)Cl (centres undefined)	8%	2%
72	COc1cc(Cl)c(C)cc1NC(=O)c1ccc2c(SCC(=O)O)c3c(nc2c1)CCCC3	u	0%
73	CC1CCN(CCCNCc2ccccc2)CC1	6%	2%
74	CCOc1cccc(C(=O)Nc2cccc(C(F)(F)C(F)(F)OC(F)(F)C(F)(F)C(F)(F)OC(F)(F)F)c2)c1	11%	8%
75	CN(C)C=Nc1ccccc1I	0%	6%

Arranged by value in AID inh (falling): 3 of the compounds above.
| # | Molecule | AID inh |
| --- | --- | --- |
| 67 | Cc1cc(C)cc(NC(=O)C2CC(=O)NC(=NCc3ccccc3)N2)c1 (centres undefined) | 8% |
| 63 | CC(C)CCC(C)NC(=O)CCCNC(N)=O (centres undefined) | 0% |
| 65 | CNc1c(NC(=O)Nc2cccc(Cl)c2)c(=O)oc2ccccc12 | -12% |

Additional structures.
no.	canonical_smiles	AID inh	UDG counter
76	Cc1cc(C)cc(Oc2coc3c(CN4CCN(C)CC4)c(O)ccc3c2=O)c1	38%[activator][57.5 µM]	3%[57.5 µM]
77	CCN(CC)C(=O)c1sc2c(c1C)c(=O)n(-c1ccc(Cl)c(Cl)c1)c(=O)n2Cc1ccccc1C#N	25%	0%
78	CCOc1cc(/C=C(/C#N)c2nc3ccccc3[nH]2)ccc1OC	23%	-14%
79	CCOC(=O)COc1ccc(/C=C(/C#N)c2nc3ccc(C)cc3[nH]2)cc1OCC	-6%	6%
80	CN(CC12CC3CC(CC(C3)C1)C2)C(=O)CCc1ccccc1O	-18%	2%
81	CC(NC(=O)CSc1nnnn1-c1ccc(O)cc1)c1ccc2c(c1)OCCO2 (centres undefined)	-3%	3%
82	COc1cccc(N2CCN(C3=NS(=O)(=O)C(c4ccc(C)cc4)=C3C)CC2)c1	4%	-27%
83	O=C(CC1C=CCC1)NCc1cccs1 (centres undefined)	-3%	-6%
84	C#CCNC(=O)c1csc(-c2ccc(C)cc2)n1	-3%	-5%
85	Fc1ccc(COc2cccc(CNC3CC3)c2)cc1	-4%	-6%
86	CCn1nc(C(=O)Nc2ccc(OC)c(OC(F)F)c2)c2ccccc2c1=O	1%	-8%
87	NC(N)=NC(N)=Nc1ccc(F)cc1	-7%	-2%
88	CC(Sc1nc(Cl)nc2nc[nH]c12)C(=O)N1CCN(c2ccccc2)CC1 (centres undefined)	-6%	0%
89	CCc1cc(C(=O)O)sc1-c1ccc(C)cc1	-13%	-6%
90	Cc1oc(-c2nc(C#N)c(NCCN(C)C)o2)cc1S(=O)(=O)N1CCCCC1	-16%	-27%

Exported screen by screen: five of the compounds above.
38. COc1ccc(Cl)cc1NC(=O)c1cc(S(=O)(=O)N(C)Cc2ccccc2)ccc1F
39. CCc1cccc2c(C=O)c[nH]c12
40. Cn1cnc([N+](=O)[O-])c1
41. CCc1ccc(NC(=O)Cn2cc(OC)c(=O)cc2CSc2ccc(F)cc2)cc1
42. CC1CCN(c2nc(SCCN(C)C)c(C#N)c3c2CCCC3)CC1

| assay / compound | 38 | 39 | 40 | 41 | 42 |
| --- | --- | --- | --- | --- | --- |
| AID inh | 9% | -3% | 1% | -15% | -19% |
| UDG counter | -6% | -11% | -3% | 0% | -6% |

(continued)
no.	canonical_smiles	AID inh	UDG counter
91	CCN(CC)CCCNC(=O)c1ccc2nc(N3CCCCC3)sc2c1	-11%	7%
92	Cc1nc(-c2ccc(F)cc2)sc1CCNC(=O)C(=O)Nc1ccc2c(c1)OCCO2	16%	-2%
93	CCc1ccccc1NC(=O)Cn1nc(-c2cc(C)ccc2C)c2c(c1=O)CCCC2	13%	0%
94	CCC(CC)c1nn2c(=O)cc(COc3ccc(NC(=O)c4ccc(C)cc4)cc3)nc2s1	5%	0%
95	CC(C)(C)OC(=O)N1CCC(c2c(C(=O)NCc3ccco3)cnn2-c2ccccc2Cl)CC1	-13%	31%[activator]
96	CC(C)(C)c1ccc(CNCCN2CCCC2)cc1	-6%	-13%
97	Cc1ccc(Nc2nc(Nc3ccc(F)cc3)nc3nccnc23)cc1Cl	u	4%
98	O=C(O)/C=C/c1ccc(Br)s1	-5%	-11%
99	COc1ccc(NC(=O)CN(C)C(=O)c2ccc(-c3ccc(Cl)cc3)o2)cc1	-6%	-4%
100	O=C(CCS(=O)(=O)c1nc(-c2cccs2)cc(C(F)(F)F)n1)Nc1ccc(Br)cc1	9%	-1%
101	COc1ccc(NC(=O)CSC2=Nc3ccccc3C3=NC(CC(=O)NCc4ccco4)C(=O)N23)cc1 (centres undefined)	12%	20%
102	CC(NC(=O)NOCc1ccccc1)c1ccc(NC(=O)C2CC2)cc1 (centres undefined)	1%	-1%
103	N#Cc1ccc(-c2ccc(OCc3ccc(C(N)=O)cc3)cc2)cc1	-8%	-6%
104	CC1CCCCN1CCCNC(=O)Cn1ncc2c3ccccc3n(Cc3ccccc3F)c2c1=O (centres undefined)	-13%	5%
105	COc1cc(C2C3=C(CC(C)(C)CC3=O)OC3=C2C(=O)CC(C)(C)C3)ccc1OCC(=O)OC(C)C	-17%	-20%
106	CC1CCN(C(=O)CN2CCN(c3nc(C(C)C)c4c(c3C#N)CCC4)CC2)CC1	u	-7%
107	O=C(Cn1c(=O)n(-c2ccccc2)c(=O)c2c3c(sc21)CCCC3)Nc1ccccc1	7%	-5%
108	Cc1ccc(NC(=O)Cn2c(=O)n(-c3ccc(C)cc3)c(=O)c3c2cnn3C)cc1	-3%	-14%
109	CC(=O)N1N=C(c2ccccc2Cl)CC1c1ccc2nccnc2c1 (centres undefined)	-7%	2%
